Source: PubChem BioAssay (several laboratories)
HEK293 NOD2/NF-kB = NOD2 signaling inhibitors, cell-based, luminescence, uHTS, HEK293 (AID 1566); HEK293 NOD2/NF-kB luciferase reporter, luminescence; higher % means a stronger effect; inhibition, % at 4 µM, or EC50 in µM where a hit was titrated; 290,000 tested, 0.63% active; in the data active = inhibition above about 50%; also: many of its hits are not listed in these tables
Ins promoter up = insulin promoter activators in MIN6 cells, imaging, high-content screening, mouse beta cells; MIN6 insulin promoter-GFP reporter; hits give high values; z-score at 5 µM; 190,000 tested, 0.3% active;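 active = z-score above 3 at 5 µM with at least 500 cells counted in the well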
MT stabilizer = microtubule stabilizers in HeLa cells, primary screen, imaging, high-content imaging | % tubulin-high responders, % at 10 µM | 200,000 tested, 0.83% active | HeLa tubulin immunostaining HCS, 24 h; share of cells brighter than vehicle mean+2SD | AID 2205, 2009;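 active = plate Z-score above 3 for both tubulin-high and condensed-nucleus cell shares, with cell loss under 80%, at 10 µM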;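 also: anti alpha tubulin signal scored within the nucleus-defined area of each cell; some results filed as inactive read as strong as hits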
Dynein transport = inhibitors of GR-EGFP nuclear translocation, primary screen, dynein cargo transport inhibitor project, imaging, high-content, 3617.4 mouse cells; AID 1381, 2008; z-score, hits read low; 220,000 tested, 0.47% active; test concentration mostly 20 µM; stimulated with dexamethasone, 1 µM; hits give low values;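 active = plate z-score of nuclear minus cytoplasmic receptor signal below a set negative limit, without overly bright fluorescence or cell loss, cut at about -3.5 in these data, passing the limit was not always enough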;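 also: z-score of nuclear minus cytoplasmic ring GR-EGFP intensity difference per well; some compounds called inactive have numbers as strong as hits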
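Buffer or medium: tet-free, stripped-serum medium; reagent: dexamethasone at 1.0 µM final, 30 min; incubation: 48 h induction, 1 h compound, 30 min dex at 37 °C; measured by: formaldehyde fixation, Hoechst nuclear stain, 10x automated fluorescence imaging; read-out: nuclear-to-cytoplasmic GR-EGFP distribution per well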
P. falciparum M17LAP = P. falciparum M17LAP inhibitors, primary screen, biochemical, fluorogenic H-Leu-NHMec substrate, 1536-well (AID 1619). Leucine aminopeptidase (Plasmodium falciparum (isolate 3D7)). recombinant M17LAP, H-Leu-NHMec fluorogenic kinetic assay; higher % means a stronger effect. inhibition, % at 30 µM; hits with a dose series show IC50 in µM. 220,000 tested, 0.38% active;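 active = compound inhibiting the enzyme by more than half at any dose during confirmatory dose-response retesting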;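 also: plate controls were full reaction with DMSO carrier for no effect and no enzyme background for full effect; strong numbers were not always called active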
Yfh1-depleted yeast = enhancers of respiration in Yfh1-depleted yeast, dose response, Friedreich's ataxia, plus single-dose screen (AID 1465); S. cerevisiae Yfh1-off respiration, WST-1 reduction, 72 h; higher fold induction means a stronger effect; fold induction at 50 µM, or EC50 in µM where a hit was titrated; 220,000 tested, 0.074% active;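 active = fold induction of absorbance versus untreated yeast above a set limit, then at least 30% activation at any dose in follow-up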;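 also: activators that raise dye reduction in frataxin-depleted yeast; strong numbers were not always called active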
Autophagy mod = autophagy modulators in MEF cells, primary screen, imaging, high-content, MEF GFP-LC3; MEF GFP-LC3 puncta imaging; test concentration mostly 10 µM; calls only at 10 µM (by protocol); 190,000 tested, 0.98% active; AID 463193, 2010;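 active = percentage of spot-positive cells more than 3 SD above its plate mean, without a fluorescence outlier flag or 80% toxicity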;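 also: spot-positive cell cutoff set from DMSO-treated cells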
b-catenin transl = modulators of beta-catenin nuclear translocation, primary screen, imaging, HeLa cells, immunofluorescence, high-content | nuclear translocation activity, % at 5 µM | 190,000 tested, 0.3% active | AID 1665, 2009;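 active = nuclear translocation activity above 50% at 5 µM, with a well cell count of 50 or more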;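 also: per-cell ratio of nuclear to cytoplasmic median beta-catenin stain intensity; plate controls were DMSO negative control for no effect and GSK-3 inhibitor IX positive control for full effect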
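Read-out: Nuclear/cytoplasmic beta-catenin signal ratio, % activation | Assay system: Human HeLa cell line | Times: 24 h compound exposure at 37°C, 5% CO2 | Signal: Fluorescence imaging of beta-catenin antibody stain plus DAPI | Dosing: 5 µM primary, 0.02–20 µM confirmation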
NOD1 NF-kB reporter = NOD1 signaling inhibitors, primary screen, cell-based, luminescence, uHTS (AID 1578); inhibition, % at 4 µM; hits with a dose series show EC50 in µM; 290,000 tested, 1% active; NOD1-driven NF-kB luciferase reporter cells, luminescence; higher % means a stronger effect; in the data active = inhibition mostly above about 36%, no sharp cut-off; inactive = mostly below about 34%;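 also: HEK-293T reporter cells stimulated with the NOD1 agonist gamma-tri-DAP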
Dynein transport cytoplasmic EGFP = second read-out of Dynein transport, no call of its own (marks repeat the call); z-score; measured here: cytoplasmic GR-EGFP intensity; hits give high values
Dynein transport nuclear GR-EGFP = second read-out of Dynein transport, no call of its own (marks repeat the call); z-score; measured here: nuclear GR-EGFP intensity;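 lower value marks the stronger effect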
Dynein transport cell count = recorded beside Dynein transport, whose call it bears; z-score; measured here: cell count per field
Ins promoter up cell count = further read-out of Ins promoter up, marked with its call; cell count; measured here: cytotoxicity, nuclei count;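 total cells summed across four imaged fields per well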
b-catenin transl cell count 5 µM = second read-out of b-catenin transl, no call of its own (marks repeat the call); cell count; measured here: cell count, cytotoxicity flag
MT stabilizer Hoechst-high % = recorded beside MT stabilizer, whose call it bears; % Hoechst-high responders; measured here: nuclear condensation Hoechst responders;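 share of cells brighter than vehicle mean plus two SD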
MT stabilizer cytotoxicity % = further read-out of MT stabilizer, marked with its call; toxicity, %; measured here: cytotoxicity by cell density;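 0% = mean cell density of plate MIN control wells and 100% = no cells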
Autophagy mod cell loss 18 h = recorded beside Autophagy mod, whose call it bears; toxicity, %; measured here: cell loss, nuclei count;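 cell loss after 18 h compound exposure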
Starred values were filed as active, the others as inactive; i = inactive; / = not tested or not shown.

SMILES	HEK293 NOD2/NF-kB	Ins promoter up	Ins promoter up cell count	MT stabilizer	MT stabilizer Hoechst-high %	MT stabilizer cytotoxicity %	Dynein transport	Dynein transport cytoplasmic EGFP	Dynein transport nuclear GR-EGFP	Dynein transport cell count	P. falciparum M17LAP	Yfh1-depleted yeast	Autophagy mod	Autophagy mod cell loss 18 h	b-catenin transl	b-catenin transl cell count 5 µM	NOD1 NF-kB reporter
CN1CCN(C(=O)C2=C[C@@H](C(C)(C)C)C[C@@H](OCc3ccc(CO)cc3)O2)CC1	-6%	0.74	1408	2.5	1.5	4.3	0.25	-0.26	0.56	-1.3	-6%	i	i	2	-0.8	1124	-6%
CCN(CC)S(=O)(=O)c1cccc(C(=O)NCc2ccccc2)c1	9%	/	/	1.4	2.1	5.8	-0.05	-0.22	0.073	0.38	8%	i	i	0	-0.1	1543	-22%
CCOCCCNS(=O)(=O)c1ccc(NC(=O)c2ccc([N+](=O)[O-])cc2Cl)cc1	-10%	1.2	1375	1.4	1.4	2.2	-0.19	0.055	0.13	0.11	-1%	i	i	15	/	/	-18%
O=C(O)c1ccc2[nH]c3c(c2c1)CSCC3	8%	0.08	1248	4.6	3.1	5.7	-0.32	-0.13	-0.17	1	-89%	i	i	-3	-0.9	1291	20%
CN1C/C(=C\c2ccc(N3CCOCC3)cc2)C(=O)/C(=C/c2ccc(N3CCOCC3)cc2)C1	-53%	-0.02	1229	12	10	20	-3.4	2.4	-1.7	1.1	15%	i	i	-5	0.1	994	57%
Cc1cccc(NC(=O)c2cc(S(=O)(=O)NCc3ccco3)ccc2F)c1C	-4%	1.8	1526	5.8	2.9	5.3	-0.74	-0.2	-0.12	0.011	-67%	i	i	-10	-4.7	896	-3%
COc1cc(OC)c(OC)cc1/C=C/c1cc(C(=O)O)c2ccccc2n1	2%	0.87	1558	4.2	2.0	5.2	-0.54	-0.28	-0.13	0.68	8%	i	i	-4	-2.7	1001	-19%
Cc1cc(NC(=O)CSc2nnc(C3CC3)n2N)c([N+](=O)[O-])cc1C	10%	0.32	1135	1.3	2.7	5.2	-0.44	-0.19	-0.33	-0.19	-6%	i	i	-2	-3.5	1103	-39%
Cc1ccc(-c2nnc(N(C)C(=O)c3ccncc3)s2)cn1	-8%	0.23	1253	3.1	3.7	4.9	-1	-0.29	-0.55	0.49	17%	i	i	3	-6.0	903	-2%
COc1c2ccoc2c(OCC=C(C)C)c2oc(=O)ccc12	5%	-0.89	1137	3.4	2.5	3.0	-0.23	-0.3	0.25	0.25	1%	i	i	7	/	/	-36%
O=c1c2ccccc2nc(-c2ccccc2)n1/N=C/c1ccc([N+](=O)[O-])cc1	-5%	-0.33	1448	4.5	1.5	4.6	-0.77	0.044	-0.48	-0.26	-5%	i	i	15	-0.4	1093	-26%
Nc1nnc(SCc2ccc([N+](=O)[O-])cc2)s1	8%	-0.05	1189	3.6	3.1	9.9	-0.89	-0.13	-0.38	-0.61	17%	i	i	-4	-1.6	1069	-56%
CCOC(=O)Nc1cc(C(=O)OC)ccc1C	2%	0.83	805	1.5	1.4	8.1	-0.21	-0.24	-0.039	-0.058	6%	i	i	24	/	/	-13%
COC(=O)c1ccc2c(c1)NC(=O)C(N1CCOCC1)S2 (stereo not given)	-3%	-0.48	1274	4.4	2.8	8.3	-0.53	-0.21	-0.028	0.018	-3%	i	i	-12	-3.0	1021	-21%
CC1CCCCC1N=CC1=C(O)CC(C)(C)CC1=O (stereo not given)	6%	-0.13	1053	6.0	1.2	2.9	0.94	-0.26	0.76	0.77	-7%	i	i	17	-7.2	965	-6%
COc1ccc(-n2cnnc2SCC(=O)Nc2cc(S(=O)(=O)N3CCCCC3)ccc2C)cc1	17%	-0.14	1398	2.4	1.5	7.0	0.35	-0.26	0.25	0.66	-6%	i	i	-3	-1.9	964	-5%
CCOC(=O)c1c(C)[nH]c(C(=O)CN2C(=O)NC(C)(CC(C)C)C2=O)c1C (stereo not given)	2%	-0.74	1433	2.3	2.0	0.2	0.59	-0.18	0.21	0.34	20%	i	i	-11	-0.8	1033	-30%
CC(=O)NS(=O)(=O)c1ccc(NC(=O)c2ccc(Cl)cc2[N+](=O)[O-])cc1	12%	-0.11	1488	2.4	1.2	7.7	-0.27	0.18	-0.23	0.52	12%	i	i	0	-0.1	1439	-28%
COc1cccc(/C=N/n2c(-c3ccco3)nc3ccccc3c2=O)c1OC	1%	0.03	1223	4.2	1.9	1.6	0.86	-0.23	0.55	-0.5	-3%	i	i	13	/	/	29%
CCN(C(=O)CSc1nc2cc(Cl)ccc2c(=O)n1Cc1ccco1)C1CCS(=O)(=O)C1 (stereo not given)	-4%	-0.91	1258	2.8	1.4	10	0.15	-0.33	-0.23	0.74	-4%	i	i	7	-2.6	1056	-20%
COc1ccc(C2C=C(c3ccccc3)Nc3nc(NC(C)=O)nn32)cc1 (stereo not given)	-3%	0.5	1048	1.2	1.3	7.5	-0.14	-0.16	0.55	0.58	-78%	i	i	3	-2.5	1136	-22%
CN(Cc1ccccc1)C(=O)c1nc2ccccn2c1CN1CCC(N2CCOCC2)CC1	-5%	0.21	1073	/	/	/	-0.81	-0.2	-0.49	0.3	1%	i	/	/	0.8	1267	-9%
CCOc1ccc(C(=O)Cc2cc(OC)c(OC)cc2[N+](=O)[O-])cc1	-23%	-0.21	1591	3.0	2.5	6.6	-0.12	-0.2	0.23	0.86	4%	i	i	-23	1.5	1307	-37%
O=[N+]([O-])c1ccc(N2CCN(CCOc3nonc3-c3ccccc3)CC2)c(Cl)c1	-3%	-0.74	1453	1.7	1.9	7.5	-0.61	-0.2	-0.2	0.2	-11%	i	i	-5	-0.1	1374	9%
O=C(OCC(=O)N(Cc1ccccc1)C1CCS(=O)(=O)C1)c1cc2c(s1)CCCC2 (stereo not given)	5%	0.09	1268	5.1	0.9	2.3	-0.46	-0.25	-0.09	0.84	3%	i	i	3	-2.0	941	-27%
CCC1SC2=NC(C)=C(C(=O)OCC(C)C)C(/C=C/c3ccccc3OC)N2C1=O (stereo not given)	1%	0.6	1321	2.5	1.6	3.6	0.45	-0.11	0.16	-1	3%	i	i	-1	1.3	790	-30%
Cc1cc(NC(=O)c2ccc(F)cc2)n(CCOC(=O)c2ccc(F)cc2)n1	11%	2.2	1350	5.5	4.1	9.7	-0.4	-0.24	-0.24	-0.073	1%	i	i	-2	5.3	923	24%
Cc1cc(NC(=O)Cn2c(=O)n(CCCCC(=O)NC3CCN(Cc4ccccc4)CC3)c(=O)c3ccccc32)n[nH]1	1%	0.76	1188	5.1	1.7	6.3	-0.033	-0.33	-0.19	0.21	-2%	i	i	-3	6.7	1059	-30%
Cc1ccc(N/N=C(\C#N)C(=N)N2CCOCC2)cc1	6%	-0.72	1286	2.2	2.1	7.1	0.18	-0.16	0.84	-0.94	32%	i	i	2	/	/	-8%
Cc1ccc(-c2cc(Cc3ccccn3)c(=O)[nH]n2)cc1	17%	0.74	1092	/	/	/	0.18	-0.23	0.56	0.35	10%	i	/	/	-1.4	1341	13%
CC1CC(C)(C)NC(=S)N1CCCC(=O)N1CCN(c2ccc(F)cc2)CC1 (stereo not given)	2%	-0.52	1535	2.8	2.1	2.5	2.5	-0.21	1.7	-1.6	4%	i	i	-3	0.3	1129	-23%
CCOC(=O)C1(Cc2ccc(Cl)cc2)CCN(C(=O)CCc2ccncc2)CC1	-4%	0.89	1432	4.8	1.7	6.5	1.2	-0.11	0.54	-0.54	-1%	i	i	14	-1.6	945	26%
CCCOc1cccc(C2/C(=C(/O)c3ccc(OC)cc3)C(=O)C(=O)N2CCN(C)C)c1 (stereo not given)	-4%	/	/	3.2	2.0	5.8	0.18	-0.19	0.019	-0.27	10%	i	i	6	/	/	-11%
COc1ccc(C(=O)NCC(=O)Nc2ccccc2)cc1OC	0%	0.06	1594	4.5	2.6	5.7	0.36	-0.18	-0.015	-0.45	15%	i	i	-4	0.5	992	15%
CN=C(C)/C(C(=O)OC)=C(/O)c1ccccc1F	16%	-0.57	1130	/	/	/	-1.2	-0.22	-0.53	0.76	-2%	i	/	/	-1.0	1223	4%
CCc1ccc(N2NC(=O)/C(=C/C=C/c3ccco3)C2=O)cc1	-14%	0.08	1470	6.3	5.7	3.4	-0.76	-0.13	-0.16	0.11	19%	i	i	16	0.9	1097	-20%
CC(NC(=O)Cc1cccs1)C(c1cccs1)N1CCOCC1 (stereo not given)	7%	0.21	1084	4.0	1.7	5.8	0.26	-0.17	-0.14	-0.16	6%	i	i	-2	0.6	1107	-9%

Reprinted at random: 2 entries already listed
SMILES	HEK293 NOD2/NF-kB	Ins promoter up	Ins promoter up cell count	MT stabilizer	MT stabilizer Hoechst-high %	MT stabilizer cytotoxicity %	Dynein transport	Dynein transport cytoplasmic EGFP	Dynein transport nuclear GR-EGFP	Dynein transport cell count	P. falciparum M17LAP	Yfh1-depleted yeast	Autophagy mod	Autophagy mod cell loss 18 h	b-catenin transl	b-catenin transl cell count 5 µM	NOD1 NF-kB reporter
CCCOc1cccc(C2/C(=C(/O)c3ccc(OC)cc3)C(=O)C(=O)N2CCN(C)C)c1 (stereo not given)	-4%	/	/	3.2	2.0	5.8	0.18	-0.19	0.019	-0.27	10%	i	i	6	/	/	-11%
Cc1ccc(-c2cc(Cc3ccccn3)c(=O)[nH]n2)cc1	17%	0.74	1092	/	/	/	0.18	-0.23	0.56	0.35	10%	i	/	/	-1.4	1341	13%

Some of the compounds tested; count on the stated rates, not on these rows.
